Screening results as filed in PubChem.
A3G deaminase = APOBEC3G DNA deaminase inhibitors, primary screen, biochemical, fluorescence, single-stranded DNA substrate, uHTS; DNA dC->dU-editing enzyme APOBEC-3G (Homo sapiens), Q9HC16; recombinant A3G, ssDNA deamination FAM/TAMRA fluorescence; inhibition, % at 20 µM; actives 0.28% (n = 330,000); AID 493012, 2011;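 active = inhibition of at least 40% at 20 µM, with no more than 30% in the related APOBEC3A deaminase screen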;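 note: plate controls were DMSO wells with A3G for no effect and wells lacking A3G enzyme for full effect; some compounds called inactive have numbers as strong as hits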
Target sequence (Q9HC16 whole entry, looked up): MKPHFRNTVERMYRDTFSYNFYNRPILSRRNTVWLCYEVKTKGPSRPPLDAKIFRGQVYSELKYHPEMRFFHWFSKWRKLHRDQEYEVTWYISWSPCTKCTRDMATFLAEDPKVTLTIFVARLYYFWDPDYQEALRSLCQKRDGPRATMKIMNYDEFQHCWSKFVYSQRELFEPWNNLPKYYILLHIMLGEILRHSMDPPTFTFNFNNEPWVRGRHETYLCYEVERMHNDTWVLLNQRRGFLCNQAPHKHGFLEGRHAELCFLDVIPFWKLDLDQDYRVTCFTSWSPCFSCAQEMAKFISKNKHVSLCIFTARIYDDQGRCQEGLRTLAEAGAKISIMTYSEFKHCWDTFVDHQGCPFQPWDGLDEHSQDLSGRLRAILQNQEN
mIAP act = activators of mouse IAP, primary screen, biochemical, luminescence, uHTS; intestinal alkaline phosphatase [Mus musculus]; muIAP, CDP-Star luminescence, 30 min; hits give high values; 1 = vehicle-only enzyme signal, 0 = enzyme-free wells; activation factor at 10 µM; actives 0.24% (n = 330,000); AID 2805, 2010;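 active = activation factor of at least 2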; note: the source names both 10 and 20 µM as test concentration; values of inactives mirror those of a sister screen read the other way
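also added = chemiluminescent substrate CDP-Star | test system = mouse IAP enzyme | signal = chemiluminescence readout | compound = DMSO-dissolved test compounds | incubation = 30 min at room temperature | benchmarks = DMSO wells, no-enzyme wells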
MPTP inh = mitochondrial permeability transition pore inhibitors, primary screen, biochemical, isolated mouse mitochondria, absorbance. Ca2+ swelling absorbance, 30 min. inhibition, % at 10 µM. actives 1.4% (n = 360,000). AID 602449, 2012;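 active = inhibition of 50% or more, scaled per plate between neutral and stimulator controls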;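 note: 0% = DMSO wells given calcium and 100% = 1 mM EGTA wells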
GRIN3A LBD mod = binders of NR3A ligand-binding domain, primary screen, biophysical, differential scanning fluorimetry, uHTS; Tm shift relative to glycine control, % at 25 µM; AID 1259313, 2017; actives 2.5% (n = 340,000); NR3A LBD differential scanning fluorimetry, Tm shift; 0% = protein alone, 100% = glycine-bound protein; Glutamate receptor ionotropic, NMDA 3A (GRIN3A) ligand-binding domain;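 active = melting temperature shift of at least 10% of the positive control shift, at one fixed dose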
hIAP act = human IAP activators, primary screen, biochemical, luminescence, uHTS | purified human IAP, CDP-Star luminescence, 30 min; hits give high values; 1 = vehicle-only enzyme, 0 = enzyme-free background | activation factor at 10 µM | actives 0.16% (n = 330,000) | AID 2524, 2010;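 active = activation factor of the enzyme at least 2-fold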; note: the source names both 10 and 20 µM as test concentration; values of inactives mirror those of a sister screen read the other way
Target sequence (P09923 whole entry, looked up): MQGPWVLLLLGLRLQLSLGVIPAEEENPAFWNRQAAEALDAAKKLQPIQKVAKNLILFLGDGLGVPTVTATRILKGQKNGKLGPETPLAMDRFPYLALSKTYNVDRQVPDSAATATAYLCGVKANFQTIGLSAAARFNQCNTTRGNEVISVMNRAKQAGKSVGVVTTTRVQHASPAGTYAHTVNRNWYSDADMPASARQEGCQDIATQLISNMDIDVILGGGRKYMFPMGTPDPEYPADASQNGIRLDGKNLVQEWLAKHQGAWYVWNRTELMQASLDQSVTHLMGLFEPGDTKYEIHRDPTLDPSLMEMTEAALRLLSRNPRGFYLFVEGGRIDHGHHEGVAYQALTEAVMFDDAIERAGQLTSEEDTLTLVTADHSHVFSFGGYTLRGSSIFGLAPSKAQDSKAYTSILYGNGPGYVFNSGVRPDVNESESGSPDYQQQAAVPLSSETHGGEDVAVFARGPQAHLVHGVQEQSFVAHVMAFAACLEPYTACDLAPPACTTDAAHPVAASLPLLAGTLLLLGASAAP
hIAP block = human IAP inhibitors, primary screen, biochemical, luminescence, uHTS. Intestinal-type alkaline phosphatase (Homo sapiens), P09923. purified IAP, CDP-Star luminescence, 30 min. inhibition, % at 10 µM. actives 0.12% (n = 330,000). AID 2544, 2010;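 active = inhibition reaching a set limit with compound at 10 µM in the primary screen, cut at about 35% in these data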;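 note: plate controls were DMSO wells with enzyme for no effect and no-enzyme buffer wells for full effect; values of inactives mirror those of a sister screen read the other way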
mIAP block = inhibitors of mouse IAP, primary screen, biochemical, luminescence, uHTS; purified mouse IAP, CDP-Star luminescence, 30 min; actives 0.2% (n = 330,000); inhibition, % at 10 µM; intestinal alkaline phosphatase [Mus musculus];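 active = inhibition of at least 40% at 10 µM in the primary screen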;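 note: plate controls were DMSO with enzyme for no effect and no enzyme wells for full effect; values of inactives mirror those of a sister screen read the other way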
MIN6 prolif = inducers of MIN6 beta-cell proliferation, primary screen, ATP luminescence, uHTS. MIN6 cells proliferation, ATPlite luminescence, 48 h; cells starved in 0.2% serum; 100% = growth in 10% serum. proliferation, % at 10 µM. actives 0.29% (n = 330,000);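 active = compounds whose signal lies at least 3.5 SD above the mean of all wells on their plate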;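 note: 0% = DMSO-treated cells in low-serum medium and 100% = 10% serum control; some compounds called inactive have numbers as strong as hits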
APOBEC3A inh = APOBEC3A ssDNA deaminase inhibitors, primary screen, selectivity assay for APOBEC3G inhibitor project, biochemical, FAM/TAMRA oligo cleavage fluorescence; inhibition, % at 20 µM; recombinant A3A, FAM/TAMRA ssDNA deamination fluorescence; actives 0.41% (n = 330,000);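 active = at least 40% inhibition at 20 µM here, with at most 30% in a related deaminase screen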;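 note: plate controls were A3A with DMSO for no effect and wells lacking A3A enzyme for full effect; some results filed as inactive read as strong as hits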
Target sequence (P31941 whole entry, looked up): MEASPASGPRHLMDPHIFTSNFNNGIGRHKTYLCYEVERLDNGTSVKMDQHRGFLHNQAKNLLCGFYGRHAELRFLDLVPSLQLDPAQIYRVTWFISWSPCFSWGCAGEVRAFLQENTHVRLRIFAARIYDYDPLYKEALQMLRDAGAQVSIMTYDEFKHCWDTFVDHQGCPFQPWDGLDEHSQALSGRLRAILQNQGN
* = called active by the depositor. Rows were taken by chance, and some 5% of all compounds hit somewhere here.

SMILES | A3G deaminase | mIAP act | MPTP inh | GRIN3A LBD mod | hIAP act | hIAP block | mIAP block | MIN6 prolif | APOBEC3A inh
O=C(C[n+]1ccccc1)N/N=C/c1ccccc1Cl | -2.0 | 0.953 | 0.0 | 1.1 | 0.84 | 16.0 | 4.7 | 8.0 | 0.8
O=C(Nn1cnc2ccccc2c1=O)c1ccccc1 | -6.8 | 1.05 | 0.5 | -2.2 | 1.29 | -29.4 | -5.5 | -0.3 | 0.0
CC(=O)Nc1ccc(OCC(O)CNC2CCCC2)cc1 (stereo unspecified) | -3.2 | 0.965 | 0.3 | 0.6 | 0.869 | 13.1 | 3.5 | 1.8 | 1.3
CSCc1cc(N2CCCC2)nc(-c2ccccc2)n1 | -3.2 | 0.95 | -1.6 | 4.8 | 1.07 | -7.5 | 5.0 | -1.9 | 2.1
O=C(Nc1ccc(NC(=O)C2CC2)nc1)c1cccnc1 | -2.2 | 0.88 | -2.0 | 1.7 | 0.882 | 11.8 | 12.0 | 0.6 | -1.6
Cn1c(=O)oc2cc(S(=O)(=O)NCCc3ccccc3)ccc21 | -7.0 | 0.992 | 0.3 | 0.7 | 1.11 | -10.6 | 0.8 | -1.5 | -14.5
C[C@@H]1CCC(=O)N(CC[C@H](Oc2ccccc2)c2ccccc2)CC1 | -1.1 | 0.943 | -0.3 | -1.9 | 0.927 | 7.3 | 5.7 | -1.1 | -3.0
COc1ccc(NC(=O)c2ccc(OCC3CCCO3)cc2)cc1OC (stereo unspecified) | 16.1 | 0.997 | -1.4 | -1.2 | 0.923 | 7.7 | 0.3 | -5.5 | 49.8*
COc1ccc(N2CCN(C(=O)c3ccc(CNS(=O)(=O)c4ccc(C)cc4)cc3)CC2)cc1 | -8.9 | 1.03 | -1.5 | -1.6 | 1.02 | -2.3 | -2.9 | 2.0 | -4.9
COc1ccc(-c2n[nH]c(=S)n2-c2ccccc2C)cc1OC | 26.1 | 1.01 | 0.1 | -2.3 | 1 | -0.3 | -1.2 | -3.3 | -8.4
Cc1ccc(C)c(OCCC(=O)OCC(=O)Nc2cccnc2Cl)c1 | -10.2 | 1.04 | -0.2 | -2.5 | 1.09 | -8.9 | -3.9 | 3.4 | 0.0
O=C(O)/C=C/C(=O)N1N=C(c2ccco2)CC1c1ccco1 (stereo unspecified) | -0.4 | 0.984 | -0.2 | 0.9 | 1.02 | -1.7 | 1.6 | -0.3 | -0.8
O=C(Nc1cccc(-c2cn3ccccc3n2)c1)c1cnccn1 | -8.5 | 1.04 | -1.3 | 1.0 | 1.03 | -2.8 | -4.5 | -3.0 | -9.6
CCn1ccnc1CN1CCCC(CO)(Cc2cccc(OC)c2)C1 (stereo unspecified) | -0.8 | 0.926 | 0.6 | 0.8 | 1.15 | -15.1 | 7.4 | 1.7 | 2.7
NC(=O)OCC(O)COc1ccc(Cl)cc1 (stereo unspecified) | -0.9 | 1.01 | -1.3 | 0.6 | 0.968 | 3.2 | -1.4 | -0.8 | 3.9
Cc1cccc2sc(N(CCCN(C)C)C(=O)c3ccc(S(=O)(=O)N4CCc5ccccc5C4)cc3)nc12 | 2.4 | 0.881 | 2.0 | -1.7 | 1.1 | -10.0 | 11.9 | -7.1 | 2.2
CCCn1nnnc1NCc1cccc(OC)c1OCC | -1.3 | 1.01 | 0.2 | -5.3 | 1.03 | -3.5 | -1.0 | 0.6 | -4.3
COC(=O)[C@@]12CCCCN1[C@H](c1ccc(-c3ccccc3)cc1)[C@@H]1C(=O)N(C)C(=O)[C@@H]12 | 8.5 | 0.956 | -0.5 | 2.3 | 0.988 | 1.2 | 4.4 | -8.7 | 0.2
COC(=O)c1ccc(S(=O)(=O)NNC(=O)COc2ccc(C)cc2)cc1 | -1.7 | 0.918 | 1.4 | 8.0 | 1.07 | -7.0 | 8.2 | 0.1 | 2.6
COc1cc(CN(CCN(C)C)Cc2ccccc2)ccc1OCc1ccccc1 | -7.8 | 0.958 | -1.6 | 0.4 | 0.956 | 4.4 | 4.2 | -5.6 | -9.1
Cc1ccc(C(=O)NCCNC(=O)c2ccco2)cn1 | -8.9 | 0.956 | -0.8 | -1.9 | 1.08 | -8.5 | 4.4 | 7.0 | -3.9
Brc1ccc(-c2csc(N3CCc4ccccc4C3)n2)cc1 | -2.1 | 0.942 | -1.1 | -0.1 | 0.892 | 10.8 | 5.8 | -2.4 | -1.4
Cc1nc2ccccc2nc1N1CCCC1 | 6.4 | 0.92 | -0.3 | 0.2 | 1.15 | -15.4 | 8.0 | -2.1 | 5.7
COc1ccc(/C=C2\N=C(SC)N(c3ccccc3OC)C2=O)cc1 | 7.0 | 0.93 | 3.0 | -3.5 | 0.847 | 15.3 | 7.0 | -3.4 | 23.7
COc1ccc(-c2cc3cc(OC)c(OC)cc3c(C)n2)cc1 | -5.2 | 0.913 | 0.6 | -1.1 | 1.2 | -20.3 | 8.7 | 0.0 | -1.1
Cc1ccc(/C=N/NC(=O)NC23CC4CC(CC(C4)C2)C3)o1 | 0.2 | 1.08 | 8.1 | -0.4 | 1.16 | -15.9 | -7.6 | -1.1 | -1.6
O=C(COc1ccccc1)N1CCN(C(=O)Cc2ccccc2)CC1 | 1.2 | 1.06 | -1.5 | 0.5 | 0.871 | 12.9 | -6.4 | -1.5 | -0.3
CCOc1ccccc1N(CC(=O)NC1CCCCC1)C(=O)CCCC(=O)Nc1ccccn1 | -5.5 | 1.05 | 1.2 | -2.5 | 1.18 | -18.2 | -5.5 | -6.3 | -1.7
CNS(=O)(=O)c1cn(CC(=O)NCc2ccc(N(C)C)cc2)cc1S(=O)(=O)NC | -4.6 | 1.01 | -0.2 | -1.6 | 1.26 | -26.4 | -1.5 | 1.2 | -4.0
Cc1nc2ccc(-c3ccccc3)cc2o1 | 5.2 | 1.01 | 5.5 | 1.7 | 0.821 | 17.9 | -1.0 | 0.2 | 32.9
C/C(=N\NS(=O)(=O)c1ccccc1)c1ccc2c(c1)OCO2 | 4.5 | 0.987 | -1.8 | -0.2 | 0.911 | 8.9 | 1.3 | 2.5 | 0.3
CCCCN(C(=O)c1cccc(C)c1)c1c(N)n(CCC)c(=O)[nH]c1=O | -4.4 | 0.957 | 0.0 | -0.1 | 0.85 | 15.0 | 4.3 | 0.4 | 0.9
CCOC(=O)c1cnc2ccc(C)cc2c1Nc1ccc(N2CCOCC2)cc1 | -4.0 | 0.92 | 0.0 | -0.2 | 0.928 | 7.2 | 8.0 | 1.1 | -2.3
COc1ccccc1NC(=O)CN1C(=O)CSC(C)C1=O (stereo unspecified) | -5.4 | 0.895 | 1.5 | -1.1 | 0.957 | 4.3 | 10.5 | -2.6 | -0.7
COC(=O)c1c(NC(=S)Nc2ccc(C(=O)N3CCOCC3)cc2)sc2c1CCC2 | -9.4 | 0.811 | 1.5 | -1.9 | 1 | -0.5 | 18.9 | -3.9 | -0.8
CC(=O)c1ccc(OCCN2CCOCC2)cc1 | -2.9 | 1.05 | 1.6 | -3.7 | 1.12 | -11.8 | -5.4 | -0.7 | -4.3
COc1cc(/C(O)=C(\C#N)c2nc3ccccc3[nH]2)cc(OC)c1OC | -8.1 | 1.08 | 1.1 | -1.4 | 1.01 | -0.6 | -8.4 | -2.7 | -7.4
COc1ccc(/C=C2\SC(=S)N(CC(=O)Nc3nnc(C)s3)C2=O)cc1 | -7.9 | 0.816 | 4.3 | -1.1 | 1.08 | -7.9 | 18.4 | 0.0 | -4.1
COc1cccc(C2CC(c3cccs3)=NN2C(=O)CSc2nc3c(cnn3-c3ccc(F)cc3)c(=O)[nH]2)c1OC (stereo unspecified) | -6.4 | 0.839 | -1.1 | -27.8 | 1.06 | -6.0 | 16.1 | -5.0 | -2.7
Cc1cc(C(=O)NC2CC(C)(C)Cc3c2cnn3-c2ccccc2)n[nH]1 (stereo unspecified) | -3.0 | 1.02 | -0.7 | 0.3 | 2.15* | -114.9 | -2.5 | -0.7 | -4.5
COc1ccc(-n2c(-c3ccc(F)cc3)cnc2SCC(=O)NCc2ccco2)cc1 | -3.1 | 1.05 | 0.6 | -0.2 | 1.03 | -3.1 | -4.9 | -2.6 | 1.2
COc1ccccc1CNS(=O)(=O)c1ccc(-c2cnc(C3CC3)o2)cc1 | 11.4 | 0.999 | 4.6 | -0.8 | 1.24 | -24.3 | 0.1 | -3.5 | -1.3
O=C(NCC1CCCN1S(=O)(=O)c1ccccc1)C(=O)NC1CC1 (stereo unspecified) | -9.0 | 1.03 | 0.4 | 0.5 | 0.878 | 12.2 | -2.9 | -0.5 | -0.2
COc1ccccc1N1CCN(C(=O)c2cc(N3C(=O)C4C5CCC(C5)C4C3=O)ccc2Cl)CC1 (stereo unspecified) | 0.8 | 0.909 | 0.4 | -8.2 | 0.969 | 3.1 | 9.1 | -0.9 | -1.1
COc1ccc(CN2CCN(C(=O)c3ccc(CNS(=O)(=O)c4ccc(C)cc4)cc3)CC2)c(OC)c1OC | -6.4 | 1 | 0.4 | 0.2 | 1.23 | -22.5 | -0.1 | -3.6 | -6.3

2 entries from above in another layout:
SMILES: COc1cccc(C2CC(c3cccs3)=NN2C(=O)CSc2nc3c(cnn3-c3ccc(F)cc3)c(=O)[nH]2)c1OC (stereo unspecified)
  A3G deaminase = -6.4; mIAP act = 0.839; MPTP inh = -1.1; GRIN3A LBD mod = -27.8; hIAP act = 1.06; hIAP block = -6.0; mIAP block = 16.1; MIN6 prolif = -5.0; APOBEC3A inh = -2.7

SMILES: COc1ccc(-n2c(-c3ccc(F)cc3)cnc2SCC(=O)NCc2ccco2)cc1
  A3G deaminase = -3.1; mIAP act = 1.05; MPTP inh = 0.6; GRIN3A LBD mod = -0.2; hIAP act = 1.03; hIAP block = -3.1; mIAP block = -4.9; MIN6 prolif = -2.6; APOBEC3A inh = 1.2

Following part:
SMILES | A3G deaminase | mIAP act | MPTP inh | GRIN3A LBD mod | hIAP act | hIAP block | mIAP block | MIN6 prolif | APOBEC3A inh
CCn1c(-c2ccc(C)cc2)nn(CC(=O)NCCc2ccccc2)c1=S | -4.7 | 1.03 | 7.5 | 2.2 | 1.05 | -5.0 | -3.4 | 0.0 | 4.5
Cc1cc(N2CCOCC2)n2nc(C)c(-c3ccccc3)c2n1 | 3.7 | 0.977 | -1.2 | -2.8 | 0.869 | 13.1 | 2.3 | -1.2 | 0.5
O=C1NC(=O)N(Cc2ccccc2F)C1=O | -8.3 | 0.992 | -0.7 | 5.7 | 0.942 | 5.8 | 0.8 | -3.9 | -2.4
COc1ccccc1Oc1ccc(-c2cnc3ccccc3n2)cc1[N+](=O)[O-] | -11.3 | 0.901 | 1.3 | -11.8 | 1.06 | -5.9 | 9.9 | -4.0 | 0.0
COc1ccc(Cl)cc1NC(=O)c1noc(C)c1[N+](=O)[O-] | -4.7 | 0.903 | -1.0 | 4.5 | 0.817 | 18.3 | 9.7 | -7.5 | -3.3
CC1CC(C(F)(F)F)n2ncnc2N1 (stereo unspecified) | -5.5 | 0.952 | 0.6 | -1.0 | 0.992 | 0.8 | 4.8 | -1.9 | -3.1
